Compound activity: PubChem BioAssay, National Center for Advancing Translational Sciences (NCATS)
3T3 cytotox = NIH 3T3 cell cytotoxicity | NIH 3T3 viability, CellTiter-Glo ATP luminescence, 48-72 h | Potency, µM (titrated, usually from 96.7 µM), for inactives: at the top dose activity change, negative = cytotoxicity, hits mostly inhibitors | 94,000 tested, 4.3% active | AID 1345082; note: potency is the fitted concentration of half-maximal effect; nearly all actives have a fitted effect of over 55% in size
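Cytotoxicity is measured as loss of cellular ATP: NIH 3T3 cells (400/well) are exposed to compound for 48 or 72 hr at 37 °C, then CellTiter-Glo luminescence is imaged after 10 min at room temperature.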
GPT2 inh = inhibitors of human GPT2 alanine aminotransferase | Q8TD30 | Recombinant GPT2, coupled pyruvate oxidase/HRP Amplex Red fluorescence | Potency, µM (titrated, usually from 57.7 µM), for inactives: top-dose activity change, negative = inhibition, actives largely listed as inhibitors | 100,000 tested, 0.25% active; note: potency is the fitted concentration of half-maximal effect; nearly all actives have a fitted effect of over 60% in size; many of its hits are not listed in these tables
Target sequence (Q8TD30 whole entry, looked up): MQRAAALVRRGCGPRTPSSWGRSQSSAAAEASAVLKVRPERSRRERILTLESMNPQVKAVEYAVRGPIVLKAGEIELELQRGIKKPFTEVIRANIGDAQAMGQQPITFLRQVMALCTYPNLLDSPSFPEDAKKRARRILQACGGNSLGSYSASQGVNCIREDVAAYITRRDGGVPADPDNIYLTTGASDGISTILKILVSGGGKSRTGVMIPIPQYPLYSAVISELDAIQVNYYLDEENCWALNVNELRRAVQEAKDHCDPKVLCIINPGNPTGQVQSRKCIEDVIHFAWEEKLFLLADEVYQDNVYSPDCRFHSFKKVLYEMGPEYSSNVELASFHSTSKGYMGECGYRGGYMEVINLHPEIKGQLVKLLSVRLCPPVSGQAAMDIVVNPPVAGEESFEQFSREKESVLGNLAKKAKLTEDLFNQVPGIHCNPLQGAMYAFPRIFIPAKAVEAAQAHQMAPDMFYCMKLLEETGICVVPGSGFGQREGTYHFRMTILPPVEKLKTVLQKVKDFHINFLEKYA
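Fluorescence read-out: pyruvate from GPT2 turnover coupled to pyruvate oxidase, HRP and Amplex Red (0.2mM ThPP, 0.2U/mL PO and HRP, 50uM Amplex final). Substrates 250uM a-KG, 2mM L-alanine; enzyme 10ng/uL; 30 min RT.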
Luciferase inh = Photinus pyralis luciferase inhibition; purified P. pyralis luciferase, luminescence, biochemical; Potency, µM (highest dose often 115 µM), without a hit: at the highest dose activity change, negative = inhibition, hits mostly inhibitors; 76,000 tested, 2.5% active; note: potency is the fitted concentration of half-maximal effect; nearly all actives have a fitted effect of over 65% in size
Target sequence (P08659 whole entry, looked up): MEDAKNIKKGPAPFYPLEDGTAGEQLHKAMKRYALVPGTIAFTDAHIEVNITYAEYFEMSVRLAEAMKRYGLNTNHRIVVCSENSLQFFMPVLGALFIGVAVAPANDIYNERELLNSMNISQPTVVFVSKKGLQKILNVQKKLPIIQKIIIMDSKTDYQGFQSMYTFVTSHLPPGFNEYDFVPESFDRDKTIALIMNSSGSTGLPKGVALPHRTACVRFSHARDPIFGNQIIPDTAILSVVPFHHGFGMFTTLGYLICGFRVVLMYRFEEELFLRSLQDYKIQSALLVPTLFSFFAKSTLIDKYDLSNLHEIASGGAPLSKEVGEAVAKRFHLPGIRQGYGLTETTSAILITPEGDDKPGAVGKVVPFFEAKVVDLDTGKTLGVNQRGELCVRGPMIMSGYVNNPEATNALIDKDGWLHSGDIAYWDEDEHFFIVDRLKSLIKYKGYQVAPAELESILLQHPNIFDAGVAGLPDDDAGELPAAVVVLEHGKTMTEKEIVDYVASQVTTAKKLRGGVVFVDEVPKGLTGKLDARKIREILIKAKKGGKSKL
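FLuc 10nM, D-luciferin 10uM, ATP 10uM, Mg acetate 10mM, Tris acetate pH 7.5, Tween/BSA; cpd qHTS; enzyme added last; CCD luminescence.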
SNCA expr inh = SNCA gene expression inhibition; HEK-293 SNCA-luciferase knock-in, luminescence, 24 h; Potency, µM (doses to about 57.2 µM), for inactives: at the top dose activity change, negative = inhibition, hits mostly inhibitors; 140,000 tested, 0.17% active;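 note: potency is the fitted concentration of half-maximal effect; plate controls were DMSO cells for no effect and cell-free wells for full effect; nearly all actives have a fitted effect of over 45% in size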
HEK293 viab = cell viability loss counter-screen | AID 1671193 | 150,000 tested, 0.12% active | HEK-293-SNCA-luc viability, GF-AFC fluorescence, 24 h | Potency, µM (top dose mostly 57.1 µM), for inactives: at the top dose activity change, negative = cytotoxicity, most hits filed as cytotoxic;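 note: potency is the fitted concentration of half-maximal effect; 0% = DMSO-treated cells and -100% = medium-only wells without cells; nearly all actives have a fitted effect of over 30% in size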
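HEK-293-SNCA-luc cells (1500/well) plated 24 h, then exposed 24 h to a dilution series; GF-AFC added 30 min at 37C, fluorescence 405/540 nm; normalised to medium-only and DMSO wells, Hill fit.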
HEK cytotox = HEK 293 cell cytotoxicity; HEK 293 viability, ATP luminescence (CellTiter-Glo), 48-72 h; Potency, µM (top dose mostly 115 µM), inactives show top-dose activity change, negative = cytotoxicity, hits mostly inhibitors; 94,000 tested, 6.6% active; AID 1345083; note: potency is the fitted concentration of half-maximal effect; nearly all actives have a fitted effect of over 60% in size
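HEK 293 cells at 250 cells/well were exposed to compounds by pintool transfer for 48 or 72 hr at 37 degree Celsius, 5% CO2. Viability was read as ATP-coupled luminescence with CellTiter-Glo after 10 min at room temperature.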
IP6K1 inhibitor = inhibitors of human IP6K1; activity change, % (series mostly up to about 58 µM); Q92551; 140,000 tested, 0.81% active; IP6K1 kinase, ADP-Glo luminescence, 2 h; hits give low values; in the data active = activity change below about -25%
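ADP-Glo luminescence measures ADP made by human IP6K1 during a 2 h RT reaction with ATP/IP6 (mix at 1.3 mM/130 uM); top library doses 57.5 and 19.1 uM final.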
An asterisk follows results filed as active; i = inactive; ? = inconclusive; · = no result given; [ ] = dose if it differs, or a comment. Unless noted, calls come from the whole dose curve; as a rule, active = well fitted curve in the direction sought with a large enough effect; inconclusive = small, poorly fitted or top-dose-only effect, or another doubt; inactive = no such curve, though single readings can be large; an effect the other way counts as inactive or inconclusive. Unless noted, % is set by controls: 0 for no effect and ±100 for the full control effect.

SMILES	3T3 cytotox	GPT2 inh	Luciferase inh	SNCA expr inh	HEK293 viab	HEK cytotox	IP6K1 inhibitor
Cc1ccc(CNC(=O)NC2COc3ccccc3C2)cc1 (configuration not stated)	·	·	·	25%	12%	·	9
CCCc1cnc2c(c1SCC(=O)NCc1ccc(C)cc1)c(=O)n(C)c(=O)n2C	·	·	·	12%	6%	·	-7
C1=C(c2nc(-c3ccncc3)cc3c2ccn3Cc2cccnc2)CCOC1	22µM*	2%[88.5 µM]	4%[172 µM]	-10%[87.6 µM]	9%[87.6 µM]	?	-19
O=C(C1CC(=O)N(C2CCCCC2)C1)N1CCC2(CC1)NCCc1c2[nH]c2ccccc12 (configuration not stated)	-27%	i	9%	63%[activator]	-9%[12.5 µM]	?	6
O=C(CCc1ccccc1)NC1CC(=O)N(c2ccccc2)C1 (configuration not stated)	·	·	·	77%[activator]	0%	·	2
COc1cc(C2CC(=O)N(Cc3ccc(F)cc3)c3ccccc3S2)cc(OC)c1OC (configuration not stated)	·	·	·	?	?	·	6
COc1ccc(CCNC(=O)C2CCCN(c3nc4c(C)cc(C)cc4s3)C2)cc1OC (configuration not stated)	·	·	·	262%[activator]	8%	·	-8
COCCCNC(=O)c1c(-c2ccccc2)c(-c2ccccc2)nn(C)c1=O	·	·	·	-10%	-3%	·	1
Cc1ccc(NC(=O)N2CCC(Oc3ncccc3C(=O)N(C)C)C2)c(C)c1 (configuration not stated)	-14%	-15%	4%	-10%	2%	2%	32
CN1CCC(OC2CCN(C(=O)c3ccc(F)cc3)CC2)CC1	-17%	i	4%	2%	-4%	-21%	-11
CCc1ccc(CNC(=O)C(CC)n2ccc3cc(S(=O)(=O)N4CCCCC4)ccc32)cc1 (configuration not stated)	·	·	·	-26%	10%	·	5
CCc1ccc(-n2nc(CO)c(C(=O)NCc3cccnc3)n2)cc1	·	·	·	29%	-19%	·	26
CC(=O)c1ccc(NC(=O)COc2ccccc2-c2nc(-c3ccc(C)cc3)no2)cc1	·	·	·	43%[activator]	0%	·	18
COc1ccccc1C(=O)n1nc(-c2ccccc2)nc1NCc1ccc(Cl)cc1	·	·	·	55%[activator]	4%	·	-1
O=C(Cn1c(SCCOc2ccccc2)nc2ccccc21)N1CCOCC1	·	·	·	11%	-4%	·	27
COc1ccc(NC(=O)C2CCN(S(=O)(=O)c3c(C)noc3/C=C/c3cccs3)CC2)cc1Cl	·	·	·	4%	-2%	·	4
CCc1nc2cc(N3CCCC(C(=O)NC4CC4)C3)cnc2nc1CC (configuration not stated)	i	i	-5%	2%	10%	1%	4
COc1ccc(CCNC(=O)Cn2ncc3c(C)n(Cc4ccccc4F)c(C)c3c2=O)cc1OC	·	·	·	13%	-2%	·	1
Cc1cccc(C(=O)N2CC(=O)N(c3cccc(Cl)c3)CC2C)n1 (configuration not stated)	-3%	1%	3%	-13%	2%	-3%	44
C#CCN(C)Cc1nc(C2(O)CCN(C(=O)NCC=C)CC2)cs1	i	2%[88.5 µM]	-3%[172 µM]	30%[activator][87.6 µM]	2%[87.6 µM]	i	0
CC(=O)NC[C@H]1CCN(S(=O)(=O)c2ccc(C#N)cc2)C[C@H]1N(C)C	-17%	i	-6%	61%[activator]	-8%[12.5 µM]	-1%	4
COc1ccc(CCNC(=O)Cc2ccc(NC(=O)N3CCSc4ncccc43)cc2)cc1OC	·	·	·	-2%	24%	·	-4
O=C([C@@H]1CCCN1c1nccc(Nc2ccccc2Cl)n1)N1CCC(c2ccccc2)CC1	35µM*	-12%	·	?	-4%[12.5 µM]	22µM*	-5
CCOC(=O)CC(NC(=O)Cn1nnc(-c2ccc(C(F)(F)F)cc2)n1)c1ccc(C)cc1 (configuration not stated)	·	·	·	-11%	20%	·	8
CN(CC(O)COc1cccc(CNCCc2ccc(F)cc2)c1)C1CCCCC1 (configuration not stated)	?	?	0%	1%	?	18µM*	8
CC(C)N1CC2CCC(C1)N2Cc1cccc(Cl)c1	-6%[138 µM]	i	·	11%[87.6 µM]	2%[87.6 µM]	-14%[172 µM]	10
CCN1c2cc(C(=O)Nc3ccc(Cl)c(F)c3)ccc2C(=O)N2CCCCCC21 (configuration not stated)	?	i	1%	14%	6%[12.5 µM]	?	-1
Cc1ccc(C)c(Nc2nc(-c3ccccc3)c3cc(Br)ccc3n2)c1	·	·	·	-7%	3%	·	3
CC(C)c1ccc(Cc2cn3cc(-c4cc5ccccc5oc4=O)nc3s2)cc1	·	·	·	128%[activator]	-5%	·	3
COc1ccccc1-c1ccnc(-c2nnc(C)n2C2CCCCC2)c1	?	4%[88.5 µM]	-21%[172 µM]	-34%[87.6 µM]	-8%[87.6 µM]	?	-5
CC(=O)N1CCCC2(C1)CN(C)c1ccc(C(=O)NCCOc3ccccc3)cc12 (configuration not stated)	-2%[138 µM]	i	-5%[172 µM]	-19%[87.6 µM]	5%[87.6 µM]	?	-2
O=C1NCCC[C@@H]1NC(=O)[C@H]1CN(C(=O)c2cccs2)CCN1C(=O)c1cccs1	-12%	-10%	3%	4%	6%	-13%	13
COc1ccc(-c2noc(CSc3nnc(Cc4ccccc4)n3-c3ccccc3)n2)cc1OC	·	·	·	-15%	5%	·	-11
Cc1cc(C(=O)N2CCC(Oc3ccc(C(=O)NC4CCCC4)cc3Cl)CC2)n(C)n1	?	i	0%	10%	3%	?	9
CC(C)NC(=O)CCCN1C(=O)CCn2nc(-c3cccn3C)cc21	·	·	·	39%[activator]	2%	·	-10
COc1cc(-c2ncccc2C(=O)N2CCCC2)cc(OC)c1OC	0%	?	-14%	1%	-8%	?	-5

2 records drawn at random from the list so far:
SMILES	3T3 cytotox	GPT2 inh	Luciferase inh	SNCA expr inh	HEK293 viab	HEK cytotox	IP6K1 inhibitor
CC(C)N1CC2CCC(C1)N2Cc1cccc(Cl)c1	-6%[138 µM]	i	·	11%[87.6 µM]	2%[87.6 µM]	-14%[172 µM]	10
Cc1ccc(C)c(Nc2nc(-c3ccccc3)c3cc(Br)ccc3n2)c1	·	·	·	-7%	3%	·	3

The list continues:
SMILES	3T3 cytotox	GPT2 inh	Luciferase inh	SNCA expr inh	HEK293 viab	HEK cytotox	IP6K1 inhibitor
CC(C)COCC(CN(Cc1ccccc1)c1ccccc1)N1CCCC1 (configuration not stated)	·	?	·	-6%	-14%	·	4
O=C(NCc1cccc2ccccc12)C1(c2ccc(Cl)cc2)CCOCC1	?	i	·	0%	2%	?	21
COC(=O)[C@H]1CCCN1C(=O)[C@@H]1C[C@H](NC(=O)NC(C)C)CN1C(=O)CSC	5%[174 µM]	i	-2%[172 µM]	3%[87.6 µM]	-7%[87.6 µM]	-1%[172 µM]	3
Cc1nnc2ccc(N3CCC(NC(=O)C4CC4)CC3)nn12	-18%[138 µM]	·	·	·	·	-1%[172 µM]	1
NC(=O)c1csc(S(=O)(=O)N2CCC(CO)(CN3CCCC3)CC2)c1	-18%	1%	6%	9%	1%	-21%	24
O=C(N1CCCC1)N1CCN(c2ccc(Cl)nn2)C(=O)C1	1%	i	·	-2%	-6%	2%	-1
COc1ccccc1-c1cccc(CN2CCCC(C(=O)Nc3ccc(F)cc3)C2)c1 (configuration not stated)	?	i	·	?	?	13µM*	-4
O=C(c1ccco1)N1CC(Oc2cccc(-c3nc(-c4ccccc4)no3)c2)C1	?	-6%	?	2%	-6%	?	-7
CCOc1ccc(CC(=O)NC2CC(=O)N(c3ccc(C)c(C)c3)C2)cc1 (configuration not stated)	·	·	·	-10%	1%	·	-9
CCOc1ccc(S(=O)(=O)N(CC(=O)Nc2ccc(OC)c(Cl)c2)c2ccccc2)cc1	·	·	·	-6%	-4%	·	5
CCc1nnc(NC(=O)c2nc(S(=O)(=O)Cc3ccc(C)cc3)ncc2Cl)s1	·	·	·	?	28µM*	·	-33*
O=C(CCC1N=C2c3ccccc3N=C(SCc3ccc(F)cc3)N2C1=O)N1CCN(c2ccccc2)CC1 (configuration not stated)	·	·	·	60%[activator]	-21%	·	10
Cn1cnc(S(=O)(=O)N2CCCC(C(=O)Nc3cccc(C#N)c3)C2)c1 (configuration not stated)	·	·	·	28%	11%	·	27
CCn1cc(C(=O)NCCc2ccc(OC)c(OC)c2)c(=O)c2cc(S(=O)(=O)N3CCOCC3)ccc21	·	·	·	24%	?	·	-8
CCN1c2cc(C(=O)NCc3ccccc3OC)ccc2C(=O)N2CCCCC21 (configuration not stated)	-25%	i	4%	21%	13%[12.5 µM]	?	3
CN(C)CC1(O)CCC2(CCN(C(=O)c3ccc4ccccc4n3)CC2)CC1	-18%	-11%	-3%	-11%	-5%	-3%	-13
CC(C)NC(=O)c1cc(C(C)(C)C)nc2c1cnn2C	?	i	·	51%[activator][87.6 µM]	3%[87.6 µM]	-9%[172 µM]	-6
COc1ccc(OC)c(NC(=O)c2c(NCc3ccc(OC)c(OC)c3)sc3c2CCC3)c1	·	·	·	1%	-14%	·	-5
CC(C)n1cnc2c(-c3cnc(N)nc3)nc(N3CCOCC3)nc21	·	?	·	·	?	·	-14
Cc1cc(C)c2c(c1)c(C)cc1nnc(SCc3ccccc3C#N)n12	·	·	·	-8%	-6%	·	-22
Cc1ccc(O)c(-n2nc3ccccc3n2)c1	·	0%	·	101%[activator][25.6 µM]	50%[23.9 µM]	·	1
Cc1ccc(NC(=O)c2sc3nc(-c4ccc(F)cc4)cn3c2C)c(C)c1	·	·	·	-2%	3%	·	5
c1ccc(-c2cnc([C@@H]3COCCN3Cc3cccnc3)[nH]2)cc1	-2%[174 µM]	4%[88.5 µM]	-4%[172 µM]	5%[87.6 µM]	0%[87.6 µM]	3%[172 µM]	8
Cc1cccc(CN2CCCC3(CCN(C(=O)c4ccc(=O)[nH]c4)C3)C2=O)c1 (configuration not stated)	-17%	2%[11.5 µM]	12%	4%	2%	-19%	-2
CO[C@H]1C(=O)N(C2CCN(S(=O)(=O)c3c(C)noc3C)CC2)[C@H]1c1ccncc1	i	-12%	-4%	-4%	4%	-7%	4
Cn1nnc2c(NCc3c(F)cccc3F)ncnc21	·	·	·	-14%	-1%	·	-17
COc1ccc(CNC(=O)Cn2c(=O)nc(-c3ccccc3F)c3cc(Cl)ccc32)cc1OC	·	·	·	12%	9%	·	-4
CN1CC(=O)N(C2CCCNCC2)Cc2c1ncnc2N1CCC(O)C1 (configuration not stated)	i	-3%	·	9%	6%	i	-6
COCCc1noc(CC2CCOC3(CCN(C(=O)c4ccccn4)CC3)C2)n1 (configuration not stated)	-6%	i	-11%	-2%	14%	i	-8
COc1ccc(CNC(=O)c2cc(Nc3ccccc3C)nc3ccccc23)cc1	·	·	·	-14%	4%	·	0
Cc1cccc(NC(=O)N2CCC3(CCNC(=O)CC3)CC2)c1	-6%	i	·	9%	-1%	-7%	5
O=C(NCCN1CCCCC1)C1Cn2cccc2C(=O)N1Cc1cccnc1 (configuration not stated)	i	2%	11%	-26%	-1%	3%	-12
Cc1ccc(-c2cc(C(=O)NCc3cnn(C)c3)c3cc(Br)ccc3n2)cc1	·	·	·	6%	12%	·	-17
